Bioassay records as filed in PubChem BioAssay.
pAkt inh: blocks phosphorylation of Akt; Neuro2A IGF-stimulated pAkt S473 HTRF, 20 min; active compounds read low; activity change, % for hits at 50 µM; actives 0.32% (n = 360,000); AID 651550; in the data active = activity change below about -80%; inconclusive = mostly about -51% to -80%; also: % is scaled to controls: 0 for no effect and ±100 for the full control effect
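Neuro2A cells in DMEM with 0.5% FBS, overnight at 37 deg C, given compound at single 50 µM final, then IGF (6 nM final) for 20 min at 37 deg C. Lysed; phospho-Akt Ser473 by HTRF after 24 h, 665/615 ratio.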
PTHR1 ag: PTHR1 (human) receptor agonism; AID 743266; HEK293 GP2 PTHR1 cells, GloSensor cAMP luminescence, 1 h; Potency, µM (highest dose often 115 µM), inactives show at the top dose activation, hits mostly activators; Q03431; actives 0.075% (n = 410,000); also: potency is read from the fitted curve at half-maximal effect; nearly all actives have a fitted effect of over 55% in size; some results filed as inactive show a strong effect at the top dose; inactives centre near -15; many of its hits are not listed in these tables
Target sequence (Q03431 whole entry, looked up): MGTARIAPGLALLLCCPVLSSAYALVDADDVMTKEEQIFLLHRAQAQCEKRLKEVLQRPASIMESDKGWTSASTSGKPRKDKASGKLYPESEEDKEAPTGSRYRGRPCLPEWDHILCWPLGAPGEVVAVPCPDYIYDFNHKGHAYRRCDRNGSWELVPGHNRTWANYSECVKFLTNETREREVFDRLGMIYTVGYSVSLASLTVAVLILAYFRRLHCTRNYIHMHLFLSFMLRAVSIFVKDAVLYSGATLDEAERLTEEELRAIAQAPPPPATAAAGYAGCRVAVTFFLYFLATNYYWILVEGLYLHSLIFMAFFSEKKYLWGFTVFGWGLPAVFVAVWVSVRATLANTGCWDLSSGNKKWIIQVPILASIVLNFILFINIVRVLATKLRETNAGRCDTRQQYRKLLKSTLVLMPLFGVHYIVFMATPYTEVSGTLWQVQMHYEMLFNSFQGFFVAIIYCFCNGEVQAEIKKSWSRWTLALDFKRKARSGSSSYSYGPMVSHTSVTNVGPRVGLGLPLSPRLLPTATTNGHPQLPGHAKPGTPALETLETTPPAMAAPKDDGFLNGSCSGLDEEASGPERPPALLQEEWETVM
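HEK-293-derived GP2 cells expressing PTHR1 and a GloSensor cAMP reporter, 3,000/well, plated overnight, given luciferin plus IBMX (each 0.5 mM as added) for 1 h at 37 °C, then compound for 1 h at 37 °C. Luminescence was read after 15 min at room temperature.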
CCT chaperon mod: cytosolic chaperonin activity modulation | purified chaperonin ATPase assay, HTRF ADP detection, 30 min | activity change, % (concentration not given with the values), hits read low | actives 0.3% (n = 360,000) | AID 651819; in the data active = activity change below about -30%; also: % is scaled to controls: 0 for no effect and ±100 for the full control effect
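ATPase activity: ADP formed was measured by HTRF Transcreener (665/615 nm ratio) after 30 min at 37 deg C with 10 uM ATP. Compounds screened at one 76 uM concentration against 40 or 20 nM TRiC in Tris pH 7.4/KCl/MgCl2/DTT buffer.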
DRD3 antagonist: antagonists of human D3 dopamine receptor. P35462. D3R cells, DiscoveRx beta-arrestin luminescence, antagonist mode; active compounds read low. max response, negative = inhibition, %. actives 2.5% (n = 360,000). AID 652054; in the data active = max response below about -50%; inconclusive = no clear call, values can overlap the other calls; also: % is scaled to controls: 0 for no effect and ±100 for the full control effect; mostly tested at two doses, the higher about 12 µM
Target sequence (P35462 whole entry, looked up): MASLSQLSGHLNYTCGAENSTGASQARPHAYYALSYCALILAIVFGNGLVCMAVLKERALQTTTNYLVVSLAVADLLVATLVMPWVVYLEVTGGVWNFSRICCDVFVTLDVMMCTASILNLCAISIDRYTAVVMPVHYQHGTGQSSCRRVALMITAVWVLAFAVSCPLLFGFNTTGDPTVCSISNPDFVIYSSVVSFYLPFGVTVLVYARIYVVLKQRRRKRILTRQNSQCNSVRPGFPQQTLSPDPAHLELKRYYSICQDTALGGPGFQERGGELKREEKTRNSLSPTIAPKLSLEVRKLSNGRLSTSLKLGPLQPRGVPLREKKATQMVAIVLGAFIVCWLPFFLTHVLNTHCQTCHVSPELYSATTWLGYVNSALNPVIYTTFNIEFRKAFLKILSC
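Cells plated overnight at 1500 cells/well, then exposed to library compounds with dopamine controls for 90 minutes at 37 degrees C. DiscoveRx reagent added for 30–60 minutes at room temperature; luminescence read, quantitative HTS format.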
Mm-Cpn inhibitor: M. maripaludis TRiC chaperonin inhibition. Potency, µM (highest dose often 76.9 µM), inactives show top-dose activity, negative = inhibition, hits mostly inhibitors. purified Mm-Cpn ATPase, ADP Transcreener TR-FRET. actives 0.031% (n = 330,000); also: potency is read from the fitted curve at half-maximal effect; % is scaled to controls: 0 for no effect and ±100 for the full control effect; nearly all actives have a fitted effect of over 80% in size
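TR-FRET (320 nm excitation; 590 and 665 nm emission) reports ADP made from 10 uM ATP by 25 nM enzyme; compounds were preincubated 10 min, reaction run 30 min, both at 37°C.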
EPAC2 agonist: EPAC2 (human) agonism | Q8WZA2 | EPAC2 activation, biochemical qHTS; response scale: 100% = 6.5 mM cAMP response | Potency, µM (top dose mostly 154 µM), for inactives: at the top dose activation, actives largely listed as activators | actives 0.079% (n = 360,000) | AID 720711; also: potency is read from the fitted curve at half-maximal effect; nearly all actives have a fitted effect of over 50% in size
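Nucleotide exchange monitored as fluorescence drop when BODIPY-GDP leaves Rap1B. Reaction: 100 nM EPAC2, 250 nM RAP1B-BODIPY-GDP, 50 uM GDP, room temperature, kinetic read over 30 min. Activity expressed relative to 6.5 mM cAMP.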
EPAC2 antag: antagonists of human EPAC2; Q8WZA2; EPAC2 GEF exchange of Rap1B-BODIPY-GDP, fluorescence; Potency, µM (series often up to 114 µM), without a hit: at the top dose activity, negative = inhibition, most hits filed as inhibitors; actives 0.18% (n = 360,000); also: potency is read from the fitted curve at half-maximal effect; % is scaled to controls: 0 for no effect and ±100 for the full control effect; nearly all actives have a fitted effect of over 45% in size; many of its hits are not listed in these tables
DRD3 agonist: D3 dopamine receptor (human) agonism | P35462 | D3R DiscoveRx beta-arrestin cells, luminescence, 90 min | max activation, % | actives 0.58% (n = 410,000) | AID 652048; in the data active = max activation above about 30%; also: 0% is about no effect; mostly tested at two doses, the higher about 12 µM
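Agonist mode: compounds and dopamine controls were applied to plated cells for 90 min at 37 degrees C after an overnight attachment at 1500 cells/well. Luminescent read-out followed 30 - 60 minutes at room temperature with DiscoveRx detection reagent.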
Numbers without * were called inactive; i = inactive; ? = inconclusive; · = no result given; [ ] = dose if it differs, or a comment. Unless noted, calls follow the shape of the dose curve; as a rule, active = well fitted curve in the direction sought with a large enough effect; inconclusive = small, poorly fitted or top-dose-only effect, or another doubt; inactive = no such curve, though single readings can be large; an effect the other way counts as inactive or inconclusive. Only part of the results is shown (hit frequency here may not be typical).

molecule | pAkt inh | PTHR1 ag | CCT chaperon mod | DRD3 antagonist | Mm-Cpn inhibitor | EPAC2 agonist | EPAC2 antag | DRD3 agonist
COCCn1c(=O)[nH]c2cc(C(=O)Nc3nnc(C)s3)ccc21 | i | -27% | 0.6 | -1 | -8% | 12% | 0% | 19
CCc1ccc(NC(=O)CCC(=O)c2ccc(C)cc2)cc1 | i | i | 1.0 | ? | -1% | 2% | 5% | -7
Cc1ccc2oc(-c3ccc(NC(=O)c4cccnc4)cc3)nc2c1 | i | -16% | 3.7 | 27 | -3% | 2% | 8% | 27
O=C1c2ccc(Br)cc2C(=O)N1c1ccc(Cc2ccncc2)cc1 | i | -94%[inhibitor] | 0.1 | 17 | -1% | 3% | -10% | 4
Cc1cccnc1C1=NOC(Cc2ccccc2)C(=O)N1Cc1ccccc1F (configuration not stated) | i | -24% | -0.7 | 28 | · | 21% | -1% | 7
C[C@H](NC(=O)c1ncn2c1C(=O)NC[C@H]2C)C(=O)OC(C)(C)C | i | i | -1.7 | -7 | · | 7% | 3% | 1
CCCCCC(=O)N1C[C@H](n2cc(C3CC3)nn2)[C@@H](O)C[C@@H]1c1ccc(C)cc1 | i | -2% | -0.4 | -11 | · | 11% | 2% | -4
CCn1nc(NC(=O)c2ccncc2)c2cc3cccc(C)c3nc21 | i | i | -0.1 | 4 | 1% | 0% | 11% | 27
COc1ccc(C(=O)CCC(=O)NC2=NCCS2)cc1 | · | -15% | -81* | 0 | 0% | 7% | 23% | -6
Nc1ccn([C@@H]2O[C@H](C(=O)NCc3ccc4c(c3)OCO4)[C@@H](O)[C@H]2O)c(=O)n1 | i | 26% | -1.4 | 0 | · | 13% | 14% | -5
CC(=O)c1cccc(NC(=O)CN2C(=O)NC(C)(C)C2=O)c1 | i | i | 1.9 | 15 | -2% | -5% | 18% | 2
COc1ccc(S(=O)(=O)N2CCC(C(=O)NCCC(=O)NC3CC3)CC2)cc1 | i | -1% | -0.3 | -3 | 2% | 6% | 7% | -5
CC(=O)c1ccc(N2CCN(S(=O)(=O)c3ccc4c(c3)NC(=O)CO4)CC2)cc1 | i | i | 0.3 | 3 | 0% | -2% | -6% | 13
O=[N+]([O-])c1cc(C(F)(F)F)ccc1NCCc1c[nH]c2ccccc12 | i | -1% | 2.2 | -19 | 0% | 14% | -14% | -6
CCOC(=O)C1C(c2ccc(Cl)cc2)NC(=S)NC1(O)C(F)(F)F (configuration not stated) | i | i | 1.8 | -10 | -1% | 2% | -3% | 18
COC(=O)[C@]12CCCCC=C1N(Cc1cccc3ccccc13)C(=O)[C@H](CC(=O)NCCCN1CCCC1=O)C2 | i | -9% | 1.8 | 53 | · | -3% | -5% | 1
COc1ccc(NC2CCCN(C(=O)CCOc3ccccc3)C2)cc1 (configuration not stated) | i | i | 0.1 | -1 | -1% | 8% | -4% | 1
CC(=NOC(=O)c1ccc(I)cc1)c1nccs1 | i | -16% | 1.4 | 0 | · | 4% | 7% | -11
COc1cc([N+](=O)[O-])ccc1NC(=O)C[n+]1ccccc1 | i | ? | 2.7 | 4 | -1% | 18% | 10% | -27
Cc1ccccc1NC(=O)CC1S/C(=N/c2nccs2)N(C)C1=O (configuration not stated) | i | i | 1.7 | 0 | -1% | -7% | 15% | -5
CC1CN(C(=S)NC(=O)c2ccco2)CC(C)O1 (configuration not stated) | i | -26% | -7.4 | -24 | 1% | 2% | 12% | -7
CC(C)(C)C(=O)c1c(N)[nH]c(C(=O)c2ccccc2)c1-c1ccc(Cl)cc1 | i | -32%[inhibitor] | -0.5 | -5 | · | -8% | 5% | 1
COc1cc(NC(=O)CSc2nnc(-c3ccncc3)n2C2CCCCC2)ccc1NC(=O)c1ccco1 | i | -3% | -2.7 | 29 | -1% | -6% | -1% | 11
Cc1ccc2c(c1)N(C(C)C(=O)NCc1cccs1)C(=O)CO2 (configuration not stated) | i | -21% | 0.3 | -12 | 2% | 4% | -8% | -13
CN(c1ccccc1)S(=O)(=O)c1ccc(Cl)c(C(=O)OCC(=O)NC2CCS(=O)(=O)C2)c1 (configuration not stated) | i | -12% | -1.7 | 17 | 0% | -2% | -2% | 2
O=C(Nc1ccccc1F)c1ccc(S(=O)(=O)N2CCCCCC2)cc1 | i | i | 0.1 | -9 | 0% | 14% | 0% | 1
COc1ccc(CNCc2cccc(C)c2)cc1 | i | -23% | -4.7 | ? | -1% | 12% | -4% | -14
CCCCn1nnnc1NCc1ccc(OC)c(OC)c1OC | i | i | -1.6 | -24 | -3% | 9% | 0% | 4
CN(CC(=O)Nc1cccc(F)c1)C(=O)c1cccc(S(=O)(=O)N2CCN(Cc3ccccc3)CC2)c1 | i | -40%[inhibitor] | -2.3 | 40 | · | -4% | -11% | -1
CN(C)CCc1cc2c(c3c1ccc1ccccc13)OCO2 | i | i | -0.8 | -28 | 0% | 11% | 6% | 2

Shown with two lines to a compound: 3 of the compounds above
Below each compound: pAkt inh	PTHR1 ag	CCT chaperon mod	DRD3 antagonist	Mm-Cpn inhibitor	EPAC2 agonist	EPAC2 antag	DRD3 agonist
- COc1cc([N+](=O)[O-])ccc1NC(=O)C[n+]1ccccc1
    i	?	2.7	4	-1%	18%	10%	-27
- Cc1ccccc1NC(=O)CC1S/C(=N/c2nccs2)N(C)C1=O (configuration not stated)
    i	i	1.7	0	-1%	-7%	15%	-5
- CC1CN(C(=S)NC(=O)c2ccco2)CC(C)O1 (configuration not stated)
    i	-26%	-7.4	-24	1%	2%	12%	-7

(more compounds)
molecule | pAkt inh | PTHR1 ag | CCT chaperon mod | DRD3 antagonist | Mm-Cpn inhibitor | EPAC2 agonist | EPAC2 antag | DRD3 agonist
O=C(NCC1CCCO1)c1ccc(Cl)c(F)c1F (configuration not stated) | i | -4%[57.5 µM] | -1.0 | -17 | 1% | 5% | -6% | -2
CC(C)(C)c1cc[n+](-c2[nH]c(=O)sc2/C=N/N=C(\[O-])c2cccnc2)cc1 | i | i | -1.4 | 5 | -4% | -5% | -2% | 12
COc1ccc(NC(=O)CSc2nc(C)cs2)c(OC)c1 | i | i | -2.5 | 9 | 1% | 5% | -7% | 3
COc1ccc(NC(=O)c2cccs2)cc1O | i | i | -4.8 | 21 | -1% | -13% | 5% | -7
COC(=O)C(CC(=O)c1cccc(OC)c1)c1ccc(F)cc1 (configuration not stated) | i | -4% | 0.0 | 0 | 3% | 11% | ? | -5
NC(=O)c1ccc(Br)c(S(=O)(=O)N2CCCCC2)c1 | i | i | -0.1 | 15 | -2% | 9% | 1% | 9
O=C(CSc1nnnn1-c1ccc(Cl)cc1)NNC(=O)c1ccc([N+](=O)[O-])cc1 | i | i | -0.8 | 13 | 1% | -14% | 9% | -1
CCOC(=O)CC(NC(=O)Cn1nnc(-c2ccccc2)n1)c1ccc(OC)cc1 (configuration not stated) | i | i | -2.0 | -11 | 1% | -11% | 1% | -6
Cc1cc(OCC(=O)Nc2ccncc2)ccc1Cl | i | -21% | 1.4 | -9 | -3% | 2% | -4% | 1
COc1ccc(Cl)cc1S(=O)(=O)N1CCN(C(=O)c2cc(OC)c(OC)c(OC)c2)CC1 | i | -8% | 0.8 | -10 | 1% | 3% | 7% | -6
COc1ccc(-c2nn(-c3ccccc3)cc2/C=N/Nc2ccc3ccccc3n2)cc1OC | i | -19% | -2.0 | 22 | -2% | 7% | -6% | 0
COC(=O)c1sccc1NC(=S)Nc1ccccc1 | i | -12% | 0.5 | 1 | -4% | 6% | 24% | 4
O=CNC1(c2ccccc2)CCCCC1 | i | ? | -2.2 | 34 | · | 11% | -1% | 3
Cc1ccccc1OCCCCCNCCO | i | i | 1.8 | -15 | 1% | 0% | 8% | -33
COc1ccccc1OCCC(=O)OCC(=O)Nc1cc(S(=O)(=O)N(C)C)ccc1Cl | i | -2% | 0.1 | 2 | 0% | 7% | 4% | 5
Cc1cc(C)cc(-n2nnc3ccccc3c2=O)c1 | i | i | 0.6 | 0 | · | -3% | -8% | 1
O=C(NC(=S)NC1CCS(=O)(=O)C1)c1cccs1 (configuration not stated) | i | i | 2.3 | -11 | 2% | -5% | -2% | -5
CC(=O)Nc1ccc(Cl)c(C(N)=O)c1 | i | i | -1.2 | 3 | 1% | 11% | 5% | 7
NNc1nccc(Nc2ccccc2C(=O)O)n1 | i | 0% | 0.4 | -11 | -3% | -2% | 10% | -3
CCCc1cc2c(cc1NC(=O)c1ccccc1Cl)OCO2 | i | -9%[57.5 µM] | 0.9 | -3 | 1% | 13% | -1% | -3
O=C(/C=C\c1cn(-c2ccccc2)nc1-c1ccc2c(c1)OCCO2)N1CCOCC1 | i | -19% | 0.5 | 53 | -6% | ? | 7%[57.1 µM] | 2

Of the compounds above, 4 have a thiophene ring, fused or not:
molecule | pAkt inh | PTHR1 ag | CCT chaperon mod | DRD3 antagonist | Mm-Cpn inhibitor | EPAC2 agonist | EPAC2 antag | DRD3 agonist
Cc1ccc2c(c1)N(C(C)C(=O)NCc1cccs1)C(=O)CO2 (configuration not stated) | i | -21% | 0.3 | -12 | 2% | 4% | -8% | -13
COc1ccc(NC(=O)c2cccs2)cc1O | i | i | -4.8 | 21 | -1% | -13% | 5% | -7
COC(=O)c1sccc1NC(=S)Nc1ccccc1 | i | -12% | 0.5 | 1 | -4% | 6% | 24% | 4
O=C(NC(=S)NC1CCS(=O)(=O)C1)c1cccs1 (configuration not stated) | i | i | 2.3 | -11 | 2% | -5% | -2% | -5

Pulled one by one from the list above:
molecule | pAkt inh | PTHR1 ag | CCT chaperon mod | DRD3 antagonist | Mm-Cpn inhibitor | EPAC2 agonist | EPAC2 antag | DRD3 agonist
Cc1ccccc1OCCCCCNCCO | i | i | 1.8 | -15 | 1% | 0% | 8% | -33
CCCc1cc2c(cc1NC(=O)c1ccccc1Cl)OCO2 | i | -9%[57.5 µM] | 0.9 | -3 | 1% | 13% | -1% | -3

Copied from the list.
DRD3 agonist result of COc1ccc(NC(=O)CSc2nc(C)cs2)c(OC)c1 stands at 3
EPAC2 antag result of NNc1nccc(Nc2ccccc2C(=O)O)n1 stands at 10%
